Screens (PubChem BioAssay)
APJ agonist: APJ receptor agonism; CHO-K1 APJ PathHunter beta-arrestin, luminescence; 0% DMSO wells, 100% apelin; activation, % at 20 µM; actives 0.11% (n = 330,000);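 active means activation more than six SD over the plate average, tested at 20 µM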;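 further: 0% = DMSO alone and 100% = apelin-13 at 10 nM; some results filed as inactive read as strong as hits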
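Assay system: CHO-K1 cells stably expressing ProLink-tagged human APJ and arrestin–beta-gal acceptor. Compound dosing: 20 µM single point, 1% DMSO. Times: 16-18 h seeding, 90 min dark compound exposure, 60 min detection. Detection: beta-gal luminescence. Evaluation: APJ–arrestin association signal. Controls: negative DMSO alone, positive Apelin-13 at 10 nM.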
XBP1 UPR activ: activators of adaptive arm of unfolded protein response (XBP1); CHO-XBP1 luciferase reporter, IRE1-XBP1 UPR activation, luminescence; percent of tunicamycin response, DMSO as zero; activation, % at 20 µM; actives 0.33% (n = 330,000); AID 463104;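 active means versus positive control, 20 µM dose yields 30% or more activation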;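 further: 100% = tunicamycin at 10 µg/mL and 0% = DMSO only wells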
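Material: CHO cell line with stable XBP1 luciferase reporter; buffer or medium: F12 medium containing 10% fetal bovine serum; compound: single point, 20 µM final compound, 1% DMSO; incubation: 6 h treatment, 37 °C; measured by: glow luminescence from Steady-Glo reagent; evaluation: activation, % of tunicamycin; control set: tunicamycin high, DMSO low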
tim23-1 inh: tim23-1 yeast growth inhibition | AID 463212 | S. cerevisiae tim23-1 growth, BacTiter-Glo luminescence, 24 h | inhibition, % at 20 µM | actives 1.3% (n = 330,000);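 active means growth inhibition of the mutant yeast at or above 50%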;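 further: temperature-sensitive mutant grown at 25 °C; plate controls were DMSO-treated mutant yeast for no effect and medium wells lacking yeast for full effect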
APJ antagonist: APJ receptor antagonism; CHO-K1 APJ beta-arrestin complementation, luminescence; inhibition, % at 20 µM; actives 0.32% (n = 330,000); AID 2521;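 active means inhibition above about 40% at 20 µM, limit read from the data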;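 further: cells challenged with 10 nM apelin-13 agonist together with compound; plate controls were apelin-13 plus DMSO wells for no effect and DMSO wells lacking apelin-13 for full effect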
CXCR6 block: CXCR6 (human) receptor inhibition. CHO-K1 PathHunter CXCR6 beta-arrestin, luminescence. O00574. actives 0.36% (n = 360,000). inhibition, % at 20 µM; in the data active means inhibition above about 34%, passing the limit was not always enough;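 further: antagonist mode with CXCL16 agonist at 10 nM final; 0% = 10 nM CXCL16 with DMSO and 100% = unstimulated wells without agonist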
Target sequence (O00574 whole entry, looked up): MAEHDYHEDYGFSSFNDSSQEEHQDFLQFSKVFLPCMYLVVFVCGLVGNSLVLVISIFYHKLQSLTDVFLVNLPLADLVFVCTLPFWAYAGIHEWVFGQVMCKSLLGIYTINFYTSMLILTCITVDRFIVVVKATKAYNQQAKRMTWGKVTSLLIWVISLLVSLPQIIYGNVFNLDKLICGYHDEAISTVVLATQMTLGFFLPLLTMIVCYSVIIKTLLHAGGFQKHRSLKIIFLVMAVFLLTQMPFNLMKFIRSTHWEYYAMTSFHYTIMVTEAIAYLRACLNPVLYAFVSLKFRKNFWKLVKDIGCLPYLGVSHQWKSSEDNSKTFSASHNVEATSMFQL
CHOP UPR activ: activators of apoptotic arm of unfolded protein response (CHOP) | CHO-CHOP luciferase reporter, UPR activation, luminescence; percent of tunicamycin response over DMSO baseline | activation, % at 10 µM | actives 0.34% (n = 330,000);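 active means at 10 µM dose, activation of 40% or more, normalized to positive control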;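 further: 100% = tunicamycin at 10 µg/mL and 0% = DMSO alone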
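System: CHO CHOP reporter cells. Amount: 500 cells per well. Buffer or medium: F12 medium, 10% FBS. Compound dosing: one dose, 10 µM in 0.5% DMSO. Incubation: 6 h compound exposure at 37 °C after overnight seeding. Technique: Steady-Glo luciferase luminescence. Benchmarks: tunicamycin and DMSO controls.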
CCR6 antag: antagonists of human CCR6 receptor; P51684; CHO-K1 CCR6 PathHunter beta-arrestin, luminescence, CCL20-stimulated; inhibition, % at 20 µM; actives 0.49% (n = 340,000); AID 493098;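 active means compounds whose inhibition of the agonist-driven luminescence signal at 20 µM reaches about 50%, limit read from the data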;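 further: cells stimulated with CCL20 at 14 nM final; plate controls were DMSO with CCL20 for no effect and DMSO without agonist for full effect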
Target sequence (P51684 whole entry, looked up): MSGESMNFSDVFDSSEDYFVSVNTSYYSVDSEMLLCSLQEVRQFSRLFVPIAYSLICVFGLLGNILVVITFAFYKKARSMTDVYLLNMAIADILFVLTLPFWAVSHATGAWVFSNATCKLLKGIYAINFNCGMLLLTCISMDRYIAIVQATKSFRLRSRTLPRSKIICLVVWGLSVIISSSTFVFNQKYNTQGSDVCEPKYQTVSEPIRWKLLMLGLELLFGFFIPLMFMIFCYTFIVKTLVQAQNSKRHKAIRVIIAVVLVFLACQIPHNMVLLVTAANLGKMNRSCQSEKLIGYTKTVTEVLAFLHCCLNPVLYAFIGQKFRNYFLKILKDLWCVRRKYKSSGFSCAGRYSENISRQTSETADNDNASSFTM
EBI2 antag: blocks human EBI2 receptor beta-arrestin signaling | P32249 | EBI2 beta-arrestin recruitment, luminescence, 7a,25-OHC stimulated | AID 651636 | actives 0.81% (n = 360,000) | inhibition, % at 5 µM; in the data active means inhibition above about 38%;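 further: enzyme fragment complementation signal reports receptor beta-arrestin coupling in cells; 0% = agonist plus DMSO wells and 100% = wells without agonist; some results beyond the cut were filed as inactive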
Target sequence (P32249 whole entry, looked up, the tested form may be a part): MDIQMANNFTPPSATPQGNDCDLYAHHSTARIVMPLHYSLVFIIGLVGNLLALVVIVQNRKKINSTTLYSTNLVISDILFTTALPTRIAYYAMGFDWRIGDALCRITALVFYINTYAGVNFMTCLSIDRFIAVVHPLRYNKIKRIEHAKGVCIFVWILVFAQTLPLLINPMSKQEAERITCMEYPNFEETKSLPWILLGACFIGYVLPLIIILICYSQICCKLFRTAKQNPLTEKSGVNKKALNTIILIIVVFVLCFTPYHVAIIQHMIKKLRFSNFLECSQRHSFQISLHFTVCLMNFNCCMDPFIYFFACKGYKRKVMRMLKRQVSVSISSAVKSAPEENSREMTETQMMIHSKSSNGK
Mdm2-MdmX inh: inhibitors of human Mdm2/MdmX interaction | O15151+Q00987 | inhibition, % at 8 µM | SaOS-2 split-luciferase Mdm2/MdmX complementation, luminescence | actives 3% (n = 330,000);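 active means inhibition of at least 50% at 8 µM in the primary screen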
Numbers without * were called inactive.

Cc1nn(-c2ccc(Cl)cc2)c(Cl)c1/C=N/NC(=O)c1ccc(NS(=O)(=O)c2cccs2)cc1 was read as APJ agonist -4, XBP1 UPR activ 12, tim23-1 inh 11, APJ antagonist -2, CXCR6 block -4, CHOP UPR activ 3.5, CCR6 antag 27, EBI2 antag 25 and Mdm2-MdmX inh 14.
`CC(CS(=O)(=O)c1cccc2cccnc12)N1CCCCC1` (stereo unspecified) gave APJ agonist 5, XBP1 UPR activ 0, tim23-1 inh -10, APJ antagonist 7, CXCR6 block -8, CHOP UPR activ -1.0, CCR6 antag 3, EBI2 antag -2 and Mdm2-MdmX inh 11.
For Oc1ccc(/C=N/n2cc(-c3ccccc3)[nH]c2=S)cc1 the results were APJ agonist 0, XBP1 UPR activ -4, tim23-1 inh 1, APJ antagonist -13, CXCR6 block -14, CHOP UPR activ 3.5, CCR6 antag 5, EBI2 antag 4 and Mdm2-MdmX inh -18.
Screening CC(C)Cc1nnc(NS(=O)(=O)c2ccc(Cl)cc2)s1 returned APJ agonist -4, XBP1 UPR activ 0, tim23-1 inh 16, APJ antagonist 2, CXCR6 block 1, CHOP UPR activ 1.5, CCR6 antag -16, EBI2 antag -3 and Mdm2-MdmX inh -6.
For CCn1cc(C(=O)NCCCN(CC(C)C)CC(C)C)c(=O)c2cc(S(=O)(=O)N3CCOCC3)ccc21 the results were APJ agonist -4, XBP1 UPR activ -4, tim23-1 inh -10, APJ antagonist 17, CXCR6 block 5, CHOP UPR activ 0.8, CCR6 antag -8, EBI2 antag -7 and Mdm2-MdmX inh 4.
Screening Cc1ccc(N=C(N)N=C(N)N)cc1 returned APJ agonist 0, XBP1 UPR activ -1, tim23-1 inh -3, APJ antagonist 15, CXCR6 block -1, CHOP UPR activ 0.5, CCR6 antag -8, EBI2 antag 8 and Mdm2-MdmX inh 9.
For OC(CN1CCOCC1)C12CC3CC(CC(C3)C1)C2 (stereo unspecified) the results were APJ agonist -6, XBP1 UPR activ -2, tim23-1 inh 11, APJ antagonist 15, CXCR6 block 0, CHOP UPR activ 0.3, CCR6 antag -24, EBI2 antag -5 and Mdm2-MdmX inh 0.
Screening COC(=O)c1ccccc1NC(=O)CCCN1C(=O)C(c2ccccc2)Oc2cccnc21 (stereo unspecified) returned APJ agonist -4, XBP1 UPR activ -4, tim23-1 inh 30, APJ antagonist 4, CXCR6 block 15, CHOP UPR activ -1.6, CCR6 antag 18, EBI2 antag 3 and Mdm2-MdmX inh -9.
Screening COc1ccc(C2=NN(C(C)=O)C(c3ccccc3)C2)cc1 (stereo unspecified) returned APJ agonist -1, XBP1 UPR activ 1, tim23-1 inh 24, APJ antagonist -8, CXCR6 block -10, CHOP UPR activ 3.6, CCR6 antag 5, EBI2 antag 6 and Mdm2-MdmX inh -4.
COc1ccc(/C(N)=N/OC(=O)c2ccc(OC)c([N+](=O)[O-])c2)cc1OC was read as APJ agonist 18*, XBP1 UPR activ 2, tim23-1 inh 11, APJ antagonist -72, CXCR6 block -4, CHOP UPR activ -1.1, CCR6 antag -10, EBI2 antag -1 and Mdm2-MdmX inh 71*.
O=C(C1CCCN(S(=O)(=O)c2ccc(F)cc2)C1)N(Cc1cccs1)C1CC1 (stereo unspecified) was read as APJ agonist -6, XBP1 UPR activ 0, tim23-1 inh 33, APJ antagonist -1, CXCR6 block 3, CHOP UPR activ 1.0, CCR6 antag 3, EBI2 antag 10 and Mdm2-MdmX inh 3.
Screening N#CC1=C(N)NC(SCC(=O)Nc2ccc(Br)cc2)=C(C#N)C12CCCCC2 returned APJ agonist -3, XBP1 UPR activ -3, tim23-1 inh 6, APJ antagonist 11, CXCR6 block -3, CHOP UPR activ 0.9, CCR6 antag 13, EBI2 antag 16 and Mdm2-MdmX inh 39.
Cc1ccc(S(=O)(=O)NCCC2(C(C)C)CCOC(C)(C)C2)cc1 (stereo unspecified) was read as APJ agonist -5, XBP1 UPR activ -5, tim23-1 inh 15, APJ antagonist 2, CXCR6 block -8, CHOP UPR activ -1.6, CCR6 antag 5, EBI2 antag 18 and Mdm2-MdmX inh 36.
CCN1CCN(CCOc2ccc(Br)cc2C)CC1 was read as APJ agonist -4, XBP1 UPR activ 7, tim23-1 inh 8, APJ antagonist 10, CXCR6 block 2, CHOP UPR activ -1.0, CCR6 antag 7, EBI2 antag -3 and Mdm2-MdmX inh 18.
`O=C(CSCc1ccccc1)Nc1ccc(Cl)cn1` gave APJ agonist -1, XBP1 UPR activ -3, tim23-1 inh 10, APJ antagonist -2, CXCR6 block 6, CHOP UPR activ 0.7, CCR6 antag 10, EBI2 antag -3 and Mdm2-MdmX inh 3.

Random excerpt: 2 entries already listed, in no set order.
`O=C(CSCc1ccccc1)Nc1ccc(Cl)cn1` gave APJ agonist -1, XBP1 UPR activ -3, tim23-1 inh 10, APJ antagonist -2, CXCR6 block 6, CHOP UPR activ 0.7, CCR6 antag 10, EBI2 antag -3 and Mdm2-MdmX inh 3.
For Oc1ccc(/C=N/n2cc(-c3ccccc3)[nH]c2=S)cc1 the results were APJ agonist 0, XBP1 UPR activ -4, tim23-1 inh 1, APJ antagonist -13, CXCR6 block -14, CHOP UPR activ 3.5, CCR6 antag 5, EBI2 antag 4 and Mdm2-MdmX inh -18.

Further structures
Screening CC(c1ccccc1)N1C(=O)CC(Sc2ncccc2C(=O)O)C1=O (stereo unspecified) returned APJ agonist -5, XBP1 UPR activ -2, tim23-1 inh -4, APJ antagonist 11, CXCR6 block 1, CHOP UPR activ 2.3, CCR6 antag 2, EBI2 antag -1 and Mdm2-MdmX inh 10.
For COc1ccc(OCc2nnc(SCC(=O)N3CCCc4ccccc43)n2-c2ccc(C)cc2)cc1 the results were APJ agonist -1, XBP1 UPR activ 2, tim23-1 inh 18, APJ antagonist 17, CXCR6 block 25, CHOP UPR activ 7.6, CCR6 antag 14, EBI2 antag 28 and Mdm2-MdmX inh -2.
For CC(C)C(C(=O)Nc1ccc2c(c1)OCCO2)N1C(=O)c2ccccc2C1=O (stereo unspecified) the results were APJ agonist 6, XBP1 UPR activ -1, tim23-1 inh 37, APJ antagonist -19, CXCR6 block -2, CHOP UPR activ -0.6, CCR6 antag -5, EBI2 antag 2 and Mdm2-MdmX inh -13.
`CCCSc1nc(N2CCOCC2)c2c(c1C#N)CC(C)(C)SC2` gave APJ agonist -1, XBP1 UPR activ -5, tim23-1 inh 20, APJ antagonist 10, CXCR6 block 0, CHOP UPR activ -1.5, CCR6 antag 26, EBI2 antag 29 and Mdm2-MdmX inh -2.
`CCOc1cc(C(=O)Nc2cc(F)ccc2C)ccc1OCC(=O)N1CCOCC1` gave APJ agonist -2, XBP1 UPR activ -5, tim23-1 inh 1, APJ antagonist -2, CXCR6 block -1, CHOP UPR activ -0.2, CCR6 antag 4, EBI2 antag -7 and Mdm2-MdmX inh 14.
CC(C)(C)C(=O)Nc1cccc(S(=O)(=O)NC2=NCCC2)c1 was read as APJ agonist -5, XBP1 UPR activ 0, tim23-1 inh 6, APJ antagonist -4, CXCR6 block -8, CHOP UPR activ -1.0, CCR6 antag 7, EBI2 antag -12 and Mdm2-MdmX inh 24.
`CCCC(=O)Nc1ccc(-c2csc(NNC(C)=O)n2)cc1` gave APJ agonist -2, XBP1 UPR activ 0, tim23-1 inh 1, APJ antagonist -6, CXCR6 block -3, CHOP UPR activ -0.8, CCR6 antag -8, EBI2 antag -11 and Mdm2-MdmX inh 28.
For O=C(CSCc1ccc(Cl)cc1)Nc1ccccc1O the results were APJ agonist -3, XBP1 UPR activ 2, tim23-1 inh 20, APJ antagonist -11, CXCR6 block -7, CHOP UPR activ 1.8, CCR6 antag 7, EBI2 antag 1 and Mdm2-MdmX inh 8.
For O=c1ccn(CCCBr)c(=O)[nH]1 the results were APJ agonist -4, XBP1 UPR activ 1, tim23-1 inh -5, APJ antagonist 9, CXCR6 block -2, CHOP UPR activ 3.2, CCR6 antag 0, EBI2 antag 7 and Mdm2-MdmX inh 8.
COc1cc(CO)cc(Br)c1OCC(=O)Nc1cccc2ccccc12 was read as APJ agonist 0, XBP1 UPR activ 3, tim23-1 inh 36, APJ antagonist -8, CXCR6 block -7, CHOP UPR activ -1.0, CCR6 antag 5, EBI2 antag 8 and Mdm2-MdmX inh 8.
For COC(=O)c1cc(OC)c(OC)cc1NC(=O)CSc1nnnn1Cc1ccccc1 the results were APJ agonist -2, XBP1 UPR activ 0, tim23-1 inh 32, APJ antagonist 15, CXCR6 block 2, CHOP UPR activ 3.4, CCR6 antag 28, EBI2 antag -9 and Mdm2-MdmX inh -8.
O=C(NCCN1CCNC1=O)C1CCC(=O)N(Cc2cccc(C(F)(F)F)c2)C1 (stereo unspecified) was read as APJ agonist -3, XBP1 UPR activ -6, tim23-1 inh 0, APJ antagonist 12, CXCR6 block -2, CHOP UPR activ 1.1, CCR6 antag 7, EBI2 antag 2 and Mdm2-MdmX inh 9.
For COc1ccc(/C=C(\C#N)C(=O)NCC(c2ccc(F)cc2)N2CCOCC2)cc1 (stereo unspecified) the results were APJ agonist 0, XBP1 UPR activ -2, tim23-1 inh 41, APJ antagonist -1, CXCR6 block -1, CHOP UPR activ 0.8, CCR6 antag 14, EBI2 antag 19 and Mdm2-MdmX inh -6.
For CCOc1ccccc1NC(=O)COC(=O)/C=C/c1ccc(OC)c(OC)c1 the results were APJ agonist -2, XBP1 UPR activ 8, tim23-1 inh 12, APJ antagonist 4, CXCR6 block 2, CHOP UPR activ -0.8, CCR6 antag 13, EBI2 antag 0 and Mdm2-MdmX inh 11.
`CC(C(=O)O)c1ccc(C(=O)c2ccccc2)s1` (stereo unspecified) gave APJ agonist -4, XBP1 UPR activ -7, tim23-1 inh -6, APJ antagonist 9, CXCR6 block -7, CHOP UPR activ 0.7, CCR6 antag 3, EBI2 antag -2 and Mdm2-MdmX inh -8.
`Cn1cnc([N+](=O)[O-])c1C(=O)Nc1cccc([N+](=O)[O-])c1` gave APJ agonist 2, XBP1 UPR activ -1, tim23-1 inh 15, APJ antagonist -18, CXCR6 block -10, CHOP UPR activ -2.8, CCR6 antag 6, EBI2 antag -3 and Mdm2-MdmX inh 22.
`CC(=O)Nc1ccc(S(=O)(=O)Oc2ccc(/C=N/N=C3/NC(=O)C(CC(=O)O)S3)cc2)cc1` (stereo unspecified) gave APJ agonist -3, XBP1 UPR activ 0, tim23-1 inh 5, APJ antagonist -8, CXCR6 block 0, CHOP UPR activ 0.4, CCR6 antag 15, EBI2 antag -5 and Mdm2-MdmX inh 17.
For O=C(O)c1nsc(Cl)c1Cl the results were APJ agonist 0, XBP1 UPR activ 2, tim23-1 inh 4, APJ antagonist 11, CXCR6 block -11, CHOP UPR activ 0.2, CCR6 antag -4, EBI2 antag -4 and Mdm2-MdmX inh 20.

Not all compounds are listed; rates above refer to the full screens.
